# From PubChem BioAssay
# RXFP1 ag: activates the human relaxin receptor RXFP1; HEK293T-RXFP1 cAMP TR-FRET, 30 min; response scale: percent of porcine relaxin response, buffer zero; Potency, µM (titrated, usually from 57.5 µM), for the others: top-dose activation, usual class: activators; actives 0.3% (n = 370,000); AID 2676; active = well fitted activation curve with a large enough effect; also: potency is read from the fitted curve at half-maximal effect; % is scaled to controls: 0 for no effect and ±100 for the full control effect; nearly all actives have a fitted effect of over 60% in size; many of its hits are not listed in these tables
#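 HEK293T cells stably expressing RXFP1 were pretreated with the PDE4 inhibitor Ro 20174, exposed to compounds for 30 min at 37C, lysed, and cAMP was read by TR-FRET. Data normalized to buffer (basal) and 29 nM porcine relaxin (100%).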
# RXFP1 antag: RXFP1 (human) relaxin receptor antagonism; Q9HBX9; HEK293-RXFP1, relaxin-stimulated cAMP HTRF, 30 min; active compounds read low; activity change, negative = inhibition, % at 57.5 µM; actives 0.59% (n = 350,000); AID 1259400;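 active = activity change of -60% or lower, but not beyond a set lower limit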; also: % is scaled to controls: 0 for no effect and ±100 for the full control effect
# D2 agonist: D2 dopamine receptor (human) agonism; HEK293 T-REx D2 cells, calcium flux agonist mode; activation, % at 2 µM; actives 0.53% (n = 340,000);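 active = activation over 3 SD above normal in the single-dose calcium agonist read, cut at about 30% in these data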; also: 0% is about no effect
# Target sequence (P14416 whole entry, looked up): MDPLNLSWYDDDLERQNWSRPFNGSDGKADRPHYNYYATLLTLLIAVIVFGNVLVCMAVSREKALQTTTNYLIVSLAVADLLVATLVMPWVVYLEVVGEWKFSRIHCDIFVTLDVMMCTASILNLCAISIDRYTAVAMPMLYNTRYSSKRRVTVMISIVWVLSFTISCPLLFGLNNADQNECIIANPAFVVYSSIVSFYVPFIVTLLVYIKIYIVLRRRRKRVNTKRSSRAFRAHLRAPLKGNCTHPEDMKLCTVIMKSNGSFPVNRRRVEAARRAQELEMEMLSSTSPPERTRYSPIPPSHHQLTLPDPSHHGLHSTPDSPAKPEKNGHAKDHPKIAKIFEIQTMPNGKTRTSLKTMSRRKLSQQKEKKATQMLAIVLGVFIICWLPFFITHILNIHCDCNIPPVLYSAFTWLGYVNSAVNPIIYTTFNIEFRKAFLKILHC
#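 Tetracycline-induced HEK293 T-REx cells with force-coupled D2 receptor, plated overnight at 30 C, loaded with no-wash calcium dye. After a 10 s baseline, compound was pin-added and calcium flux read kinetically for 180 s; calcium rises flagged agonists.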
# D1 ag: human D1 receptor agonism; P21728; HEK293 T-REx D1 cells, calcium flux, agonist mode; activation, % at 2 µM; actives 1% (n = 360,000); in the data active = activation above about 30%; also: 0% is about no effect
#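 Tetracycline-induced HEK293 TREx D1 cells, force-coupled to calcium signalling, were dye-loaded with a no-wash calcium kit. Compound was pin-added after a 10 s baseline. Fluorescence was read kinetically at 1 cycle/s for 180 s, with calcium rises flagged as agonism.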
# D2 antagonist: antagonizes the human D2 dopamine receptor; AID 485344; HEK293 TREx D2 cells, calcium flux, dopamine EC80; actives 2% (n = 340,000); inhibition, % at 10 µM; in the data active = inhibition above about 30%; also: 0% is about no effect
#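 Antagonism is scored as inhibition of an EC80 dopamine-evoked calcium signal in a force-coupled, tetracycline-inducible HEK293 T-REx D2 line, with compound present 180 s before agonist.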
# D1 potentiator: enhances dopamine response at the human D1 receptor. P21728. actives 0.036% (n = 360,000). AID 504651. HEK293 TREx D1 cells, calcium flux, dopamine EC20 potentiation. potentiation, % at 10 µM; in the data active = potentiation above about 30%; also: 0% is about no effect
# TRHR enhancer: allosterically enhances the human TRH receptor; actives 0.66% (n = 360,000); TRHR cells, fluo-8 calcium fluorescence, EC20 TRH enhancement; enhancement, % at 2 µM; P34981; in the data active = enhancement above about 30%; also: 0% is about no effect
# Target sequence (P34981 whole entry, looked up): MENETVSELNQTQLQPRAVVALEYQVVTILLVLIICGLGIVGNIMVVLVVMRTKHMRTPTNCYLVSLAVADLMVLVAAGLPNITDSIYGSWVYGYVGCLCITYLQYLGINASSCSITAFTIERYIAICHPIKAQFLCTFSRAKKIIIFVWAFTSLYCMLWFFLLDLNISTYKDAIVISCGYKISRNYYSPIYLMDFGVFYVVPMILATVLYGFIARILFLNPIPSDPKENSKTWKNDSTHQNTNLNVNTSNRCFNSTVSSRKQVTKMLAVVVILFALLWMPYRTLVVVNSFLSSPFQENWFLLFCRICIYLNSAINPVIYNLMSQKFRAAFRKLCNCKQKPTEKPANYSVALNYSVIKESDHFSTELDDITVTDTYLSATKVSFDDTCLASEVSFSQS
#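 TRHR-expressing cells loaded with fluo-8 calcium dye were read kinetically (ex 480/em 530) during compound addition, then stimulated with an EC20 of TRH (10 nM final). Enhancement of the Gq-mediated intracellular calcium response was scored.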
# D2 potentiator: D2 dopamine receptor (human) potentiation; HEK293 T-REx D2, calcium flux, EC20 dopamine potentiation; potentiation, % at 10 µM; actives 0.34% (n = 340,000);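 active = potentiation over 3 SD above the plate norm, cut at about 30% in these data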; also: 0% is about no effect
#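 Potentiation of an EC20 dopamine calcium response is measured in a force-coupled, tetracycline-inducible Hek293 Trex D2 line. Compound-only kinetic reads over 180 s flag agonists before dopamine addition.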
# D1 antagonist: antagonists of human D1 dopamine receptor | P21728 | HEK293 TREx D1 cells, calcium flux, dopamine EC80; active compounds read low | activity change, negative = inhibition, % at 10 µM | actives 3.2% (n = 360,000) | AID 504652; in the data active = activity change below about -30%; also: % is scaled to controls: 0 for no effect and ±100 for the full control effect
#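 Antagonism measured as reduced calcium response to an EC80 dopamine addition following 180 s compound pre-read; cells were inducible HEK293 Trex D1 plated overnight at 30 C, read kinetically at 1 cycle/sec.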
# Active calls of the source: *; / = not tested or not shown. This is a subset (hit frequency here may not be typical).
# Keys – A = RXFP1 ag; B = RXFP1 antag; C = D2 agonist; D = D1 ag; E = D2 antagonist; F = D1 potentiator; G = TRHR enhancer; H = D2 potentiator; I = D1 antagonist
1	Cc1ccc(N(C)S(=O)(=O)c2c(-c3ccccc3)csc2C(=O)O)cc1
  A: 1.2%; B: /; C: -0.6; D: 0.4; E: /; F: 0.7; G: 5.7; H: -3.9; I: 3.3
2	CC(C)C[C@@H](NC(=O)C1CCC(CNC(=O)[C@H](Cc2ccccc2)NC(=O)OC(C)(C)C)CC1)C(=O)O (stereo not given in full)
  A: 1.2%; B: 0.9; C: 0.5; D: 1.0; E: 9.4; F: -3.5; G: -2.3; H: 5.4; I: -25.5
3	Cc1ccc(/C=N/n2c(-c3ccncc3)n[nH]c2=S)o1
  A: 0.7%; B: 0.5; C: 1.7; D: 0.4; E: 7.1; F: 10.9; G: 3.5; H: -4.4; I: 12.1
4	Cn1c(C(=O)N2CCN(Cc3ccc4c(c3)OCO4)CC2)cc2sccc21
  A: 0.3%; B: -7.6; C: -0.2; D: -0.3; E: 99.7*; F: -2.8; G: 6.0; H: -22.0; I: -20.2
5	CN1CCc2c(sc(N)c2C(N)=O)C1
  A: -0.6%; B: 6.6; C: 0.8; D: 8.0; E: -0.6; F: 5.3; G: -3.1; H: 1.5; I: 14.9
6	C[C@H]([C@H](O)c1ccccc1)N(C)C(=O)CN
  A: -0.1%; B: /; C: 0.5; D: 2.9; E: -26.4; F: 2.5; G: 8.6; H: 8.5; I: -7.1
7	O=C(Nc1ccc(-c2csc(-c3ccccc3)n2)cc1)c1ccccc1Cl
  A: 0.3%; B: -24.6; C: 0.3; D: 12.6; E: -7.9; F: -11.6; G: -2.9; H: 28.4; I: -7.0
8	COCc1cccc(NC(=O)CCc2ccccc2)c1
  A: -0.9%; B: 12.3; C: -1.0; D: 1.7; E: -10.3; F: -3.7; G: -1.5; H: 11.4; I: -1.7
9	COC(CNC(=O)c1cn(C)c2ccc(S(=O)(=O)N3CCOCC3)cc2c1=O)OC
  A: 8.8%; B: -8.4; C: 1.0; D: 1.1; E: 8.6; F: -2.1; G: 16.6; H: 1.6; I: -15.5
10	O=C(NCC1CCCO1)c1cc(-c2ccco2)nc2ccccc12 (stereo not given)
  A: 2.9%; B: 8.5; C: 0.5; D: 1.7; E: -6.6; F: -2.6; G: -3.3; H: 11.6; I: -5.5
11	CCCN1CCN(CCCNC(=O)C2CCN(c3nnc(-n4cccc4)s3)CC2)CC1
  A: -1.4%; B: -22.5; C: 0.6; D: 0.5; E: 14.9; F: -4.0; G: -4.1; H: -3.9; I: -3.7
12	c1coc(-c2nnc(-c3ccc4c(c3)OCO4)o2)c1
  A: 1.9%; B: /; C: -0.1; D: 0.9; E: -8.6; F: -4.0; G: 4.0; H: -3.4; I: 1.5
13	Cc1ccc2c(c1)N(C(=O)CCC(=O)NCCN1CCOCC1)CCO2
  A: 0.8%; B: -0.3; C: -0.6; D: 0.7; E: -13.9; F: -10.1; G: 4.1; H: 6.8; I: 1.4
14	C/C(=N\OCC(=O)NC12CC3CC(CC(C3)C1)C2)c1cc2ccccc2o1
  A: 0.2%; B: -5.6; C: 0.6; D: 7.4; E: 8.1; F: 0.4; G: -5.2; H: -2.9; I: -6.9
15	CCOC(=O)c1c(CN2CCC(C)CC2)oc2ccc(OC)cc12
  A: 2.5%; B: -31.1; C: 0.8; D: 0.8; E: 0.5; F: -4.2; G: 3.5; H: -16.0; I: -14.1

# New compounds follow:
# Keys – A = RXFP1 ag; B = RXFP1 antag; C = D2 agonist; D = D1 ag; E = D2 antagonist; F = D1 potentiator; G = TRHR enhancer; H = D2 potentiator; I = D1 antagonist
16	COc1ccc(S(=O)(=O)N(C)C)cc1NC(=O)CSc1nnc(-c2cccnc2)o1
  A: 13.3%; B: 12.8; C: 0.4; D: -2.4; E: -14.0; F: -0.1; G: 3.9; H: -0.5; I: 3.5
17	O=S1(=O)CCC(NC(=S)SCCOc2ccccc2)C1 (stereo not given)
  A: 0.9%; B: -7.2; C: 0.3; D: 2.5; E: 5.1; F: 0.9; G: -1.1; H: -6.0; I: -9.2
18	CCN(CC)S(=O)(=O)c1ccc(Cl)c(C(=O)OCC(=O)c2c(N)n(C)c(=O)n(C)c2=O)c1
  A: 19.1%; B: 19.3; C: 0.4; D: 0.4; E: -10.1; F: -1.8; G: -6.9; H: 0.7; I: 5.6
19	O=C(CSc1ncnc2c1nnn2Cc1ccc(F)cc1)NC1CCCC1
  A: 2.9%; B: -2.6; C: -0.6; D: 3.2; E: 4.8; F: -1.0; G: 3.0; H: 2.4; I: -13.9
20	O=C(CN1CCN(Cc2ccccc2)CC1)N/N=C/c1ccccc1F
  A: -2.8%; B: -15.4; C: -0.6; D: 1.4; E: -2.6; F: -0.2; G: 3.2; H: 6.8; I: 5.8
21	Cc1ccc(S(=O)(=O)N2CN(CC3CCCO3)c3nc4ccccc4nc32)cc1 (stereo not given)
  A: 3.4%; B: 2.4; C: 0.4; D: 1.1; E: 5.0; F: -6.0; G: -6.8; H: -3.1; I: 12.7
22	COc1ccc(Cc2nnc(SCC(=O)N(c3ccccc3)C(C)C)n(N)c2=O)cc1
  A: 0.4%; B: -8.8; C: 0.2; D: 0.2; E: -8.6; F: 1.2; G: -12.3; H: 1.7; I: 18.2
23	O=C(NCCN1CCCCC1)Nc1ccccc1Cl
  A: -2.0%; B: -3.7; C: /; D: -0.4; E: /; F: -0.1; G: 4.5; H: /; I: 43.6
24	CCCCC(CC)C(=O)Nc1cc(=O)[nH]c2nc3ccccc3n12 (stereo not given)
  A: -1.6%; B: -7.3; C: 0.8; D: 0.2; E: -2.8; F: -5.9; G: -2.9; H: 6.3; I: -4.1
25	COc1ccccc1NC(=O)c1c(Nc2ccccc2C)sc(C(=O)Nc2cccc(Cl)c2)c1N
  A: 1.2%; B: 3.9; C: 2.2; D: 1.1; E: 0.3; F: -4.1; G: 3.9; H: -4.1; I: 9.0

# In a second layout: 10 of the compounds above
14. C/C(=N\OCC(=O)NC12CC3CC(CC(C3)C1)C2)c1cc2ccccc2o1
15. CCOC(=O)c1c(CN2CCC(C)CC2)oc2ccc(OC)cc12
16. COc1ccc(S(=O)(=O)N(C)C)cc1NC(=O)CSc1nnc(-c2cccnc2)o1
17. O=S1(=O)CCC(NC(=S)SCCOc2ccccc2)C1 (stereo not given)
18. CCN(CC)S(=O)(=O)c1ccc(Cl)c(C(=O)OCC(=O)c2c(N)n(C)c(=O)n(C)c2=O)c1
19. O=C(CSc1ncnc2c1nnn2Cc1ccc(F)cc1)NC1CCCC1
20. O=C(CN1CCN(Cc2ccccc2)CC1)N/N=C/c1ccccc1F
21. Cc1ccc(S(=O)(=O)N2CN(CC3CCCO3)c3nc4ccccc4nc32)cc1 (stereo not given)
22. COc1ccc(Cc2nnc(SCC(=O)N(c3ccccc3)C(C)C)n(N)c2=O)cc1
23. O=C(NCCN1CCCCC1)Nc1ccccc1Cl
Screen / compound no.,14,15,16,17,18,19,20,21,22,23
RXFP1 ag,0.2%,2.5%,13.3%,0.9%,19.1%,2.9%,-2.8%,3.4%,0.4%,-2.0%
RXFP1 antag,-5.6,-31.1,12.8,-7.2,19.3,-2.6,-15.4,2.4,-8.8,-3.7
D2 agonist,0.6,0.8,0.4,0.3,0.4,-0.6,-0.6,0.4,0.2,/
D1 ag,7.4,0.8,-2.4,2.5,0.4,3.2,1.4,1.1,0.2,-0.4
D2 antagonist,8.1,0.5,-14.0,5.1,-10.1,4.8,-2.6,5.0,-8.6,/
D1 potentiator,0.4,-4.2,-0.1,0.9,-1.8,-1.0,-0.2,-6.0,1.2,-0.1
TRHR enhancer,-5.2,3.5,3.9,-1.1,-6.9,3.0,3.2,-6.8,-12.3,4.5
D2 potentiator,-2.9,-16.0,-0.5,-6.0,0.7,2.4,6.8,-3.1,1.7,/
D1 antagonist,-6.9,-14.1,3.5,-9.2,5.6,-13.9,5.8,12.7,18.2,43.6
